High-throughput results as filed in PubChem BioAssay.
mcGAS lum: inhibitors of mouse cGAS; Q8C6L5; recombinant cGAS, Kinase-Glo ATP depletion luminescence; inhibition, % at 12.5 µM; actives 0.15% (n = 160,000); AID 1259399;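 note: 0% = negative control wells and 100% = reference inhibitor with no enzyme activity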
hcGAS lum: human cGAS inhibition | actives 0.081% (n = 290,000) | AID 1259398 | inhibition, % at 12.5 µM | recombinant h-cGAS, ATP depletion, Kinase-Glo luminescence | Q8N884;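 note: 0% = vehicle reaction and 100% = reaction without DNA for no activity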
Target sequence (Q8N884 whole entry, looked up): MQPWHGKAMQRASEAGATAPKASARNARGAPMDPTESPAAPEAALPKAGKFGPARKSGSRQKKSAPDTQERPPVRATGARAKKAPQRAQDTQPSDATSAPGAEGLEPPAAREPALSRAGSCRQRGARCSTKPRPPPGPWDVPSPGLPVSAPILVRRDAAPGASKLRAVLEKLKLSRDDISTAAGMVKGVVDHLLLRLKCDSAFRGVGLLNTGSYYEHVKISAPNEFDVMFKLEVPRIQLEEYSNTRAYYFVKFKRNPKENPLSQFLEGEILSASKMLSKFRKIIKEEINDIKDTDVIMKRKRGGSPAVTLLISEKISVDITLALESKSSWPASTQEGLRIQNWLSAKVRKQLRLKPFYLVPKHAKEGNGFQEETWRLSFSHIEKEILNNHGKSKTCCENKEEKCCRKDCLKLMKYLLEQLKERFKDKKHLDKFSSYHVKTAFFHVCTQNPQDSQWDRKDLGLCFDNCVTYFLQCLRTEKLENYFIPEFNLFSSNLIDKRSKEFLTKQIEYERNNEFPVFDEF
NPYLR7 agonist: activates Aedes aegypti NPYLR7 receptor | actives 0.15% (n = 270,000) | activation, % at 10 µM | HEK293T NPYLR7/Galpha15, GCaMP6s calcium fluorescence; in the data active = activation above about 40%;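 note: 0% = vehicle and 100% = reference agonist at the receptor; some compounds past the cut are filed as inactive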
Active calls of the source: *; / = no result given; & = joins results of further samples. Cut-off read from the data, not from the text of the source, unless noted: active = inhibition above about 40%; inactive = the rest.

SMILES	mcGAS lum	hcGAS lum	NPYLR7 agonist
Cc1cc(O)c(C)c2c1CC[C@H]1[C@H](C)C(=O)O[C@H]21	-6	-6	3
CCCCOCCCN/C(CC)=C(/C#N)C(=O)NNc1cc(OC)ccc1OC	/	-3	-4
CC(C)c1ccc(NC(=O)NCCn2nc(-c3cccnc3)ccc2=O)cc1	/	-6	12
COCc1csc(NC(=O)N2CCCC2C2CCC2)n1 (stereo not given)	/	-2	-23
COCCN(Cc1cc(NC(=O)c2cccc(F)c2)ccc1N(C)C)S(C)(=O)=O	-5	-3	1
Cc1ccc(S(=O)(=O)c2c(C)cc(C)n(CC(=O)NCc3ccc(F)cc3)c2=O)cc1	-6	-4	-3
COCCNC(=O)c1nn(-c2ccc(C)c(C)c2)c(=O)n(Cc2ccccc2F)c1=O	-5	-5	17
O=C(c1ccco1)N(Cc1cccnc1)c1nc2cc3c(cc2s1)OCCO3	-7	-8	-4
Cc1ccc2nc(N(Cc3ccccn3)C(=O)Cc3ccc(S(C)(=O)=O)cc3)sc2c1	/	-9	3
O=C(OCC(=O)N1CCCCC1)c1cccc(NC(=O)c2cccs2)c1	/	0	2
COc1ccccc1C(C)N(C)Cc1nc(-c2ccccn2)no1 (stereo not given)	/	-5	15
COCCN(Cc1c(-c2ccccc2)noc1N1CCCCC1)C(=O)C1CCCC1	-6	-2	10
CC(C1CC1)N(C)c1ncccn1 (stereo not given)	/	-9	5
CC(=O)Nc1ccc(CN(C)c2c(C)nc3ccc(C(=O)NCc4ccc5c(c4)OCO5)cn23)cc1	-3	-7	8
Cc1c(C(=O)NCCO)nnn1-c1ccc2noc(-c3ccccc3)c2c1	-6	-10	6
O=C(Nc1ccc(I)cn1)c1ccc(-c2ccc(Cl)cc2)o1	/	1	-2
Cc1cccc(-c2cccc(-c3ccn(C(C)C(=O)Nc4nccs4)n3)c2)n1 (stereo not given)	-9	-7	2
COc1ccc(CC(=O)NCCNc2cc(-n3cccn3)ncn2)cc1	-6	-3	-6
Cc1noc(CCNc2cncc(Cl)n2)n1	/	-4	1
O=C(NC1CCC[C@H]1OCc1ccccc1)c1cncn1-c1cccc(-c2cccc3c2sc2ccccc23)c1 (stereo not given in full)	-7	-5	11
CCOC(=O)C1=c2/c(=C/c3ccccc3F)c(N)c(C#N)n2C(=O)C(c2ccccc2F)S1 (stereo not given)	-4	-4	0
Cc1nccn1CCNC(=O)c1ccc(OC2CCN(S(C)(=O)=O)CC2)c(Cl)c1	-13	-1	3
Cc1ccc(C)c(NC(=O)CSc2nc3c([nH]c4ccccc43)c(=O)n2C)c1	-7	-6	0
COC1CCN(c2ccc(N)cc2C(F)(F)F)CC1	/	0	-10
CCN(CC)c1ccc2cc(-c3nnc(-c4cccc([N+](=O)[O-])c4)o3)c(=O)oc2c1	-6	-4	-7

Next records follow:
SMILES	mcGAS lum	hcGAS lum	NPYLR7 agonist
COc1cccc(C(=O)Nc2cc(C)nn2-c2nc(C)cc(=O)[nH]2)c1OC	-8	-4	18
Cc1cccc2c1C(=O)NC1(CCN(Cc3ccccc3C(F)(F)F)CC1)N2	-6	-8	9
O=C(N=C1N=C2C=CC(I)=CN2Cc2ccccc21)c1ccc(Cl)s1	/	-6	7
O=C(c1ccc(-n2cccc2)nc1)N1CCC2(CCc3ccccc32)C1 (stereo not given)	/	-3	6
CC12CCC(CC1=O)C2(C)C (stereo not given)	/	-1	-16
CCCCn1c(N)c(N(CCC)C(=O)Cn2cnnn2)c(=O)[nH]c1=O	/	-7	4
O=C(O)CN1C(=O)/C(=C/c2c(F)cccc2Cl)SC1=S	-1	-3	-4
Brc1ccc2nc(-c3ccco3)c(Nc3ccc4c(c3)OCO4)n2c1	/	-2	-3
CCc1ccc(CNC(=O)CC2C(=O)NCCN2Cc2ccccc2F)nc1 (stereo not given)	/	-10&-3	6&-1
COc1cccc(NC(=O)N2CCSC23C(=O)N(Cc2cccc(C#N)c2)c2ccc(C)cc23)c1 (stereo not given)	0	5	-1
COCCCNC(=O)c1nn(C)c2c1CN(C(=O)c1csc3c1CCCC3)CC2	-8	-7	18
O=C(/C=C/c1ccc(Br)cc1)NCC(CO)Cc1ccsc1 (stereo not given)	/	0	4
Cc1[nH]n(-c2cccc(C(F)(F)F)c2)c(=O)c1N=Nc1ccccc1	-10	-5	-5
CCN1C(=O)C(=Cc2cccc(OC)c2)SC1=S	-4	-3	4
CN(c1nc(Cn2nnc(-c3cccs3)n2)cs1)C1CC1	/	-8	-1
O=C1CN(c2ccccc2)C(=O)C1C(=O)N1CCOCC1 (stereo not given)	/	-5	-3
CC(C)CN(CC(O)c1ccc(F)cc1)C(=O)c1cccn1C (stereo not given)	/	6	9
CC1CCCCN1C(=O)c1ccc(-c2ccc(C3CCCCC3)cc2)s1 (stereo not given)	-7	-5	3
Cc1ccc2nc(C)c(C(=O)N3CCN(C(C#N)c4ccc(F)cc4)CC3)cc2c1 (stereo not given)	/	2	-1
O=C(Nc1ccc(SCCCC(=O)N2CCN(Cc3ccccc3)CC2)nn1)C1CC1	-1	-3	0
Cc1cc(C(=O)N2C[C@H](Oc3ccccn3)[C@H]3C[C@@H]2CC[C@H]3N2CCOCC2)n(C)n1	-8	-4	30
COc1cc(OC)cc(C(=O)N2CCN(c3ccccc3-c3ccccc3)C(=O)C2C)c1 (stereo not given)	-5	-4	-4
COC(=O)c1cccc(CSc2nc3cc(S(=O)(=O)N4CCCC4)ccc3n2C(C)C)c1	-5	-9	11
O=C(NC(c1ccc(Cl)cc1)c1cnccn1)C1CCN(Cc2ccc(Oc3ccccc3)cc2)CC1 (stereo not given)	-3	-4	5
O=C(NCc1ccccn1)c1ccc(CSc2nc(-c3ccccc3)cc(N3CCN(c4ccccc4Cl)CC3)n2)cc1	-3	-4	12

The list goes on:
SMILES	mcGAS lum	hcGAS lum	NPYLR7 agonist
Fc1ccc(-c2nnc(C3(c4cccc(Cl)c4)CCOCC3)o2)cc1	/	-7	18
Cc1ccc(NC(=O)CC(=O)N(C)Cc2cc(C)no2)c(C)c1	-15	2	1
COC(=O)[C@H]1Cc2c([nH]c3ccccc23)CN1C(=O)COc1ccc2c(C)cc(=O)oc2c1	-7	4	2
O=C(N[C@H]1CCCCNC1=O)c1ccc2oc(CCc3ccccc3)nc2c1	/	-4	3
O=C(Nc1c[nH]c2ccccc12)N(Cc1ccccc1)Cc1ccccc1	-14	-9	-2
Cc1onc(-c2ccccc2)c1C(=O)Nc1ccc2[nH]cc(CCN3CCc4ccccc4C3)c2c1	-2	-4	3
O=C(Nc1nc2c(Br)cccc2s1)Nc1c(F)cccc1F	/	-8	-3
O=[N+]([O-])c1ccc(-c2c[n+](=O)c3c(n2[O-])CCCCC3)cc1	-1	9	1
CN1C(=CC=C2C(=O)NC(=O)NC2=O)Sc2ccccc21	-7	-3	40
CC(C)=CCCC(C)(O)c1cc(C(N)=O)no1 (stereo not given)	/	-5	-5
COCCN(CC(=O)N(CCc1c[nH]c2ccccc12)Cc1ccc(C(F)(F)F)cc1)C(=O)Nc1cccc(OC)c1	-4	-1	1
Cn1nccc1/C=C/c1nc(-c2ccc(Cl)cc2)cs1	-10	-4	-7
O=C(NCc1ccco1)C1CC=CCC1C(=O)N1CCc2c([nH]c3ccccc23)C1 (stereo not given)	-2	-2	-14
CCCN(Cc1nccn1C)C(=O)c1cnn2c1CCCC2	-12	-3	2
Cc1ccc(S(=O)(=O)N(C/C=C/c2ccccc2)C(=O)N2CCN(C)CC2)cc1	-10	-10	0
C=CCNC(=O)c1ccc(-c2ccccc2C(C)=O)cc1	/	-1	2
Nc1nc(SCC(=O)Nc2cccc(F)c2)[nH]c(=O)c1NC(=O)c1ccc(F)c(F)c1	-1	5	-3
CC1CCc2c(sc(N)c2C(N)=O)C1 (stereo not given)	-3	1	5
CC(C)c1cc(C(=O)N2CCn3nc(C(=O)Nc4ccccc4)cc3C2)no1	/	-1	5
COC(=O)CCn1c(=O)c2c(nc3n(-c4ccc(F)cc4)c(C)c(C)n23)n(C)c1=O	/	-1	-5
Cc1cccc(Cc2nnc(CCC(=O)N3CC4C[C@@H]5CC3C[C@H](C4)C5)o2)c1	-1	4	-6
Cc1cccc2sc(N(CCCN3CCOCC3)C(=O)CCS(=O)(=O)c3ccccc3)nc12	-9	-6	-1
Cc1ccc2cc(CCNC(=S)NCCn3ccc4ccccc43)c(=O)[nH]c2c1	/	-4	0
Cc1cc(C)c(NS(=O)(=O)c2c(C)nn(C)c2C)c(C)c1	/	-11	11
Cc1cc(NC(=O)c2cccc(CN(C)C(C)c3ccco3)c2)n(C)n1 (stereo not given)	-10	-3	0

Ordered by molecular weight (ascending): some entries from above
SMILES	mcGAS lum	hcGAS lum	NPYLR7 agonist
CC1CCc2c(sc(N)c2C(N)=O)C1 (stereo not given)	-3	1	5
CN1C(=CC=C2C(=O)NC(=O)NC2=O)Sc2ccccc21	-7	-3	40
Cn1nccc1/C=C/c1nc(-c2ccc(Cl)cc2)cs1	-10	-4	-7
Cc1cc(C)c(NS(=O)(=O)c2c(C)nn(C)c2C)c(C)c1	/	-11	11
Cc1ccc(NC(=O)CC(=O)N(C)Cc2cc(C)no2)c(C)c1	-15	2	1
Cc1cc(NC(=O)c2cccc(CN(C)C(C)c3ccco3)c2)n(C)n1 (stereo not given)	-10	-3	0
O=C(Nc1c[nH]c2ccccc12)N(Cc1ccccc1)Cc1ccccc1	-14	-9	-2
Fc1ccc(-c2nnc(C3(c4cccc(Cl)c4)CCOCC3)o2)cc1	/	-7	18
O=C(N[C@H]1CCCCNC1=O)c1ccc2oc(CCc3ccccc3)nc2c1	/	-4	3
CC(C)c1cc(C(=O)N2CCn3nc(C(=O)Nc4ccccc4)cc3C2)no1	/	-1	5
Cc1cccc(Cc2nnc(CCC(=O)N3CC4C[C@@H]5CC3C[C@H](C4)C5)o2)c1	-1	4	-6
O=C(NCc1ccco1)C1CC=CCC1C(=O)N1CCc2c([nH]c3ccccc23)C1 (stereo not given)	-2	-2	-14
Cc1ccc2cc(CCNC(=S)NCCn3ccc4ccccc43)c(=O)[nH]c2c1	/	-4	0
COC(=O)CCn1c(=O)c2c(nc3n(-c4ccc(F)cc4)c(C)c(C)n23)n(C)c1=O	/	-1	-5
COC(=O)[C@H]1Cc2c([nH]c3ccccc23)CN1C(=O)COc1ccc2c(C)cc(=O)oc2c1	-7	4	2
Nc1nc(SCC(=O)Nc2cccc(F)c2)[nH]c(=O)c1NC(=O)c1ccc(F)c(F)c1	-1	5	-3
Cc1onc(-c2ccccc2)c1C(=O)Nc1ccc2[nH]cc(CCN3CCc4ccccc4C3)c2c1	-2	-4	3
Cc1cccc2sc(N(CCCN3CCOCC3)C(=O)CCS(=O)(=O)c3ccccc3)nc12	-9	-6	-1

Next section
SMILES	mcGAS lum	hcGAS lum	NPYLR7 agonist
O=C(CSc1nc(=O)n(CCCO)c2c1CCCC2)N1CCCCC1	-8	-8	-1
COc1cccc(CN2CCC(NC(=O)c3ncn(Cc4ccc(Cl)cc4)c3C)C2)c1 (stereo not given)	/	-15	7
CCOc1cc(Br)c(C(C)NC(C)=O)cc1OCC (stereo not given)	/	-2	2
CCc1nnsc1C(=O)N1CCCCC1CCn1cccn1 (stereo not given)	/	1	0
Cc1ccc(C(C)NS(=O)(=O)c2ncn(C)c2Cl)o1 (stereo not given)	-6	-5	-4
O=c1oc(-c2cccs2)nn1CN1CCCC2CCCCC21 (stereo not given)	/	4	-7
COc1cc(OC)cc(C(=O)N2CCN(c3ccccc3Cl)C(=O)C2C)c1 (stereo not given)	0	-5	-11
CCCCN(CCO)CC(=O)N1CCCC1c1cccs1 (stereo not given)	/	11	-3
CNC(=O)c1ccc(CN(C)c2ccc(C(F)(F)F)cn2)cc1	/	-8	1
Cc1cc(C)nc(-n2nc(C)c3c2N=C2CC(C)(C)CC(=O)C2C3c2ccc(C)o2)n1 (stereo not given)	-5	-5	9
CN(CC(=O)N1CCN(c2ccccc2)CC1)S(=O)(=O)c1cccc2cnccc12	/	-2	8
Cc1c(CN(C)Cc2ccc(-c3ccn[nH]3)s2)cnn1C	-23	-4	1
CC(=O)N1CCN(c2ncccc2CNC(=O)c2ccc(C)s2)CC1	/	-3	2
O=C(CCc1cccnc1)N1CCc2c(nc(-c3ccccn3)[nH]c2=O)C1	/	-6	6
COc1ccc(N2C(=O)CN(C(=O)CSc3ccccn3)CC23CCCC3)cc1	-10	-4	17
O=C(CSc1nnc(-c2ccc(Cl)cc2)n1-c1ccccc1)N/N=C\c1ccc(O)cc1O	-4	-6	14
COC(=O)CS(=O)(=O)c1ccc2c(c1)CC(=O)N2	0	5	5
O=C(C1Nc2ccccc2C2C=CCC12)N1CCn2cncc2C1 (stereo not given)	/	-8	-6
c1nc(NCCCN2CCOCC2)c2nc3n(c2n1)CCCCC3	-2	-4	8
Nc1nc(N2CCCCC2)nc(NCc2ccco2)c1[N+](=O)[O-]	/	-3	2
COc1ccc(CNC(=O)C2CCN(Cc3cc4n(n3)CCCNC4)CC2)cc1	/	-5	10
COc1ccc(Cn2ncc(C)c2NC(=O)NC2CCCCC2)cc1OC	/	-7	4
O=P1(NN=Cc2ccc(Cl)cc2Cl)C=C(c2ccccc2)OC(c2ccccc2)=C1	/	0	4
CCCc1[nH]nc2c1C(c1ccccc1[N+](=O)[O-])C(C#N)C(=N)O2 (stereo not given)	2	1	-5
CC1(Cc2cccc(F)c2)C(=O)Nc2ccc(OC(F)(F)F)cc21 (stereo not given)	2	2	-2
C=CCNC(=NCC1CCN(C(C)C)C1)NCCCOCC (stereo not given)	/	-7	-1
